Source: PubChem (several laboratories)
FadD28 FP inh: inhibitors of FadD28 bisubstrate probe binding, primary screen, biochemical, fluorescence polarization, single point; inhibition, % at 12.5 µM; AID 588549, 2011; Mycobacterium tuberculosis FadD28 fatty-acid-AMP ligase; hit rate 0.22% among 360,000; in the data active = inhibition above about 8.5%, passing the limit was not always enough; inconclusive = no clear call, values can overlap the other calls
BoNT-F LC inh: BoNT/F light chain protease inhibitors, primary screen, biochemical, flow cytometry, MLPCN library. Botulinum neurotoxin type F light chain protease (Clostridium botulinum). Multiplex microsphere protease cleavage assay. inhibition, % at 10 µM. hit rate 0.22% among 360,000. AID 588497, 2011; in the data active = inhibition above about 35%, passing the limit was not always enough; inconclusive = no clear call, values can overlap the other calls; also: plate controls were buffer without enzyme for full effect and enzyme alone for no effect
TcdB GH inh: TcdB glycohydrolase inhibitors, primary screen, biochemical, single point, plate reader; TcdB glycohydrolase enzymatic assay; hit rate 0.24% among 350,000; inhibition, % at 9.99 µM; in the data active = inhibition above about 10%
Target sequence (P18177 whole entry, looked up): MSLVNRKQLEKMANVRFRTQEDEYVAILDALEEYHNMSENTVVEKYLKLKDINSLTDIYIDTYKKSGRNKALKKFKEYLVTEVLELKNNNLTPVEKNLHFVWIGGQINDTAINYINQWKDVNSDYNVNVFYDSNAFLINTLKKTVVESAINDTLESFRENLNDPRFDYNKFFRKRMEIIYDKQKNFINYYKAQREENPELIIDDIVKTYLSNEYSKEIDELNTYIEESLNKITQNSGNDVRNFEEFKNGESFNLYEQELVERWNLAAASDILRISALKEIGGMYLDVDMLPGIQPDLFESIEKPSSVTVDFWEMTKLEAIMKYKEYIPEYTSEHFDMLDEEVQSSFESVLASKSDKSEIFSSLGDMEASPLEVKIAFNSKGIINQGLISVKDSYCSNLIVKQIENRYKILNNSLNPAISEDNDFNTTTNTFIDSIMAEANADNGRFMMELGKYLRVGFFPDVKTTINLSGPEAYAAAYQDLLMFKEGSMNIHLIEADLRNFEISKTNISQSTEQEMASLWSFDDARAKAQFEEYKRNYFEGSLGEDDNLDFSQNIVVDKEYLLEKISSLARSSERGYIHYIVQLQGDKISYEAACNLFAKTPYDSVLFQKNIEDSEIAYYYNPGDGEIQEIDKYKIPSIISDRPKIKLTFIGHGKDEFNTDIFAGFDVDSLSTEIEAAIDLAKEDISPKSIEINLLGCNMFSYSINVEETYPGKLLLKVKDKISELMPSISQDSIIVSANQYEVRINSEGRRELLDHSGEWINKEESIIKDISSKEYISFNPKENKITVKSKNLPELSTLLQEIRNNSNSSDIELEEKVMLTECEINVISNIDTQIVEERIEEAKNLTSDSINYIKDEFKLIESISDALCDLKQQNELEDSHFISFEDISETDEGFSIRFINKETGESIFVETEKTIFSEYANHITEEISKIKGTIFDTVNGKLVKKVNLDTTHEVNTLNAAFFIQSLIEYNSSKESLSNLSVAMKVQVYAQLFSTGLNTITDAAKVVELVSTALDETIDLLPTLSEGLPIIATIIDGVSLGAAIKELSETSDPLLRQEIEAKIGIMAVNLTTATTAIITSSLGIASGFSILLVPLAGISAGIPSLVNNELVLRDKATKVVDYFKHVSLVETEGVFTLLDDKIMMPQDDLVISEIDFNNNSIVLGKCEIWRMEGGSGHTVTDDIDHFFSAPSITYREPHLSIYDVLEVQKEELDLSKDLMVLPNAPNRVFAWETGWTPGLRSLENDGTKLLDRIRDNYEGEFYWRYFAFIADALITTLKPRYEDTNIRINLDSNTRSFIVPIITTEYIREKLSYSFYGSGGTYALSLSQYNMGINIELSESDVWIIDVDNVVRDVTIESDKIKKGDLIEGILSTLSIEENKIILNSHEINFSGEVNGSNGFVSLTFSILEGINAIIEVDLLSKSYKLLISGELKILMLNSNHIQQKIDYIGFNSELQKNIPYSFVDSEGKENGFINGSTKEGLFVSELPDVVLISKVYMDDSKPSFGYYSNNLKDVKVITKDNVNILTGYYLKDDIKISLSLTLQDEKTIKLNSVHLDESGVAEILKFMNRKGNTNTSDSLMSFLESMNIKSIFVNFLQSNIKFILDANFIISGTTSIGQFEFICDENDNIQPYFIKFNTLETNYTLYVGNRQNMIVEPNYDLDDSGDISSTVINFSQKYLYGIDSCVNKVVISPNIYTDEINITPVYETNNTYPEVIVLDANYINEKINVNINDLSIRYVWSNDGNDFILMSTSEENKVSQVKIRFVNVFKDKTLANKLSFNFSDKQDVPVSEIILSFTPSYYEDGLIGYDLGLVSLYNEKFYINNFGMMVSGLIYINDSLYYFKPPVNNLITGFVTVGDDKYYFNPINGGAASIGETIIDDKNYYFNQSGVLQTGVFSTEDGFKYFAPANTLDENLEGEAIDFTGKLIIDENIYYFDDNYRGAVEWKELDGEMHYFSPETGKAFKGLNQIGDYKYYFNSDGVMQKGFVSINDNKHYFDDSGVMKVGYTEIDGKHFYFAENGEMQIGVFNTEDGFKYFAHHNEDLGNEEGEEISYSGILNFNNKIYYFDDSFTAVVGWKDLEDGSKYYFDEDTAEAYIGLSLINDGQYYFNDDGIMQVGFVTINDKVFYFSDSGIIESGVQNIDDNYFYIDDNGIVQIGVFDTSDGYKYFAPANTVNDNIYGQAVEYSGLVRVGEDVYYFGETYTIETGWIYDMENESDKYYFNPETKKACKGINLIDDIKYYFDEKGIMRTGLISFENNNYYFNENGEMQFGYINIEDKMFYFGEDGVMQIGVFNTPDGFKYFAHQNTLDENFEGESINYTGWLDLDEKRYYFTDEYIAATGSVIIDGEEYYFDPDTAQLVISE
Anthrax LF prot: Bacillus anthracis LF protease inhibitors, primary screen, biochemical, multiplex microsphere, MLPCN library | multiplex microsphere protease cleavage assay | inhibition, % at 10 µM | hit rate 0.12% among 360,000 | AID 588501, 2011; also: plate controls were buffer without enzyme for full effect and enzyme alone for no effect
CCHFV vOTU inh: CCHFV vOTU protease inhibitors, primary screen, biochemical, Pep-AMC substrate, fluorescence | inhibition, % at 11.5 µM | hit rate 0.55% among 370,000 | AID 651958, 2012; in the data active = inhibition above about 30%; also: 0% = vehicle wells with enzyme and 100% = no enzyme wells
Y pestis TopoI: Yersinia pestis topoisomerase I inhibitors, primary screen, biochemical, cleavage product accumulation, plate reader, single point; DNA topoisomerase I (Yersinia pestis CO92); Y. pestis Topo-I cleavage product accumulation; activity, % at 10 µM; hit rate 0.064% among 360,000; in the data active = activity above about 50%, passing the limit was not always enough; inconclusive = no clear call, values can overlap the other calls; also: inactives centre near 2
PfHsp40 yeast: rescue of yeast from PfHsp40 toxicity, primary screen, S. cerevisiae, ATP luminescence. S. cerevisiae expressing PfHsp40, growth rescue. growth rescue, % at 12.5 µM. hit rate 0.68% among 340,000; in the data active = growth rescue above about 28%, passing the limit was not always enough; inconclusive = no clear call, values can overlap the other calls;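 also: yeast W303a lacking pdr1 and pdr3 grown in galactose medium; growth measured after three days at 30 °C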
PrPC surface inh: inhibitors of human cell surface prion protein PrPC, primary screen, cell-based, TR-FRET. Major prion protein (Homo sapiens), P04156. TR-FRET read-out. inhibition, % at 13.8 µM. hit rate 0.43% among 370,000; in the data active = inhibition above about 24%; also: 0% = median of the test wells and 100% = reference compound wells
BoNT A protease: BoNT/A light chain protease inhibitors, primary screen, biochemical, flow cytometry, MLPCN library; inhibition, % at 10 µM; multiplex microsphere protease substrate cleavage; AID 588499, 2011; hit rate 0.17% among 360,000; also: plate controls were buffer without enzyme for full effect and enzyme alone for no effect
Active calls of the source: *; ? = inconclusive; nt = no result given. Rule as the data show it, unless noted: active = inhibition above about 30%; inconclusive = no clear call, values can overlap the other calls; inactive = below that. An unsorted share of the library; overall some 2.3% were active at least once.

(1) COc1ccc(N(C)S(=O)(=O)c2c(C)[nH]c(=O)[nH]c2=O)c(OC)c1
(2) OC[C@@H]1[C@@H](c2ccc(F)cc2)C(c2ccccc2)=NN1c1ccccc1
(3) CCOCCCN(C(=O)CNC(=O)c1ccco1)C(C(=O)NC1CCCC1)c1ccccc1C (stereo not given)
(4) Cc1ccc(CN2C(=O)CCC2(C)c2nnnn2-c2c(C)cccc2C)cc1 (stereo not given)
(5) Cc1cc(C)n(CC(C)NC(=O)CCc2nnc(CCc3ccccc3)o2)n1 (stereo not given)
(6) COc1ccc(S(=O)(=O)CCC(=O)N2CCN(c3cccc(Cl)c3)CC2)cc1
(7) COc1ccc(OC)c(NC(=O)CSc2ncccc2C(=O)O)c1
(8) Nc1ncc(N=Nc2cc(C(=O)O)ccc2Cl)s1

compound no.,1,2,3,4,5,6,7,8
FadD28 FP inh,-0.8,1.3,1.4,nt,-2.2,-3.0,-3.0,5.1
BoNT-F LC inh,-2,-5,-3,-7,3,-3,-9,-2
TcdB GH inh,nt,0.9,nt,0.8,0.1,1.0,nt,1.1
Anthrax LF prot,-3,-1,-1,-7,-4,-3,-2,-5
CCHFV vOTU inh,17,-31,6,-2,-6,6,10,15
Y pestis TopoI,11,-15,6,nt,9,23,-2,-3
PfHsp40 yeast,-1.2,5.1,-0.6,nt,0.4,1.6,-1.4,-0.1
PrPC surface inh,-3,-4,-4,2,2,-10,-4,4
BoNT A protease,0.4,0.9,-1.4,-0.6,0.3,-0.9,-0.2,-1.5

(9) CCOc1ccc(C2CC(c3ccc(F)cc3)Nc3nc(N)nn32)cc1 (stereo not given)
(10) COc1cc(/C=C(/NC(C)=O)C(=O)O)cc(Cl)c1OCc1ccc(Br)cc1
(11) Cc1cc(C(C)(C)C)cc(C)c1S(=O)(=O)N1CC(=O)Nc2ccccc21
(12) CC(=O)Nc1nnc(SCc2ccccc2F)s1
(13) CCOC(=O)c1c(C)n(C)c2ccc(OCC(O)Cn3nc(C)c(Br)c3C)cc12 (stereo not given)
(14) CCN(CCn1cccn1)C(=O)CC1C(=O)NCCN1Cc1cccc(OC)c1OC (stereo not given)
(15) Nc1nonc1-c1nc2ccccc2n1Cc1ccc(Cl)cc1
(16) COC[C@@H]1CCCN1c1ccc2c(c1)O[C@H](COCc1ccccc1)CN([C@H](C)c1ccccc1)S2(=O)=O

compound no.,9,10,11,12,13,14,15,16
FadD28 FP inh,-1.2,-0.8,-4.5,-0.4,-0.7,1.0,-1.0,nt
BoNT-F LC inh,-5,8,-10,5,-6,-4,6,-5
TcdB GH inh,0.7,1.3,0.8,nt,nt,-0.4,nt,-0.3
Anthrax LF prot,-8,4,-6,-2,-6,1,-4,-12
CCHFV vOTU inh,0,17,7,16,11,17,8,8
Y pestis TopoI,-11,9,5,0,2,-6,3,nt
PfHsp40 yeast,-0.5,4.6,-0.6,-0.4,-1.2,-0.2,0.9,nt
PrPC surface inh,-6,3,-4,1,11,4,-3,3
BoNT A protease,-1.2,-2.3,0.1,-0.1,-1.4,0.8,1.1,0.5

(17) O=C(Nc1ccc(O)cc1)c1ccc(C(=O)c2ccccc2)o1
(18) C=CCn1c(Cn2c(-c3cnccn3)nc3ccccc32)nc2ccccc21
(19) CCC(=O)N1CCc2cc(Br)c(S(=O)(=O)CCC(=O)NCCOC)cc21
(20) CCN(CC)c1ccc(-n2c(C)c(C(C)=O)c(C(C)=O)c2C)cc1
(21) CCC(C)(C)c1ccc(OCC(=O)N(C)C)c(C(C)(C)CC)c1
(22) C=CC[C@H](CC(=O)N(CCO)Cc1ccccc1)C(=O)N[C@H](COC(=O)[C@@H](CC=C)CC(=O)OC(C)(C)C)Cc1ccccc1
(23) CCCc1ccc(OCCNC(=O)C2CCCCC2)cc1
(24) COc1ccc(C(=O)N2CCC(C)(C(=O)O)C2)c(OC)c1 (stereo not given)

compound no.,17,18,19,20,21,22,23,24
FadD28 FP inh,0.2,nt,-1.4,-3.5,3.0,0.9,0.5,-0.9
BoNT-F LC inh,-5,8,2,1,-6,-14,2,-3
TcdB GH inh,nt,-0.6,0.5,nt,4.1,1.2,0.0,1.6
Anthrax LF prot,-4,2,-13,-9,0,-8,1,-6
CCHFV vOTU inh,10,4,1,3,19,22,-3,-1
Y pestis TopoI,2,nt,-1,31,?,2,13,-1
PfHsp40 yeast,-1.0,nt,-0.3,-0.2,15,4.1,0.1,nt
PrPC surface inh,-10,-5,-1,15,6,-2,-2,-1
BoNT A protease,-0.5,-0.4,-0.2,0.1,0.0,-0.9,0.5,-0.8

(25) COc1ccc(N2CCN(c3ccc(N4C(=O)COCC4=O)cc3[N+](=O)[O-])CC2)cc1
(26) NCCSC1CC(=O)N(c2ccc(F)cc2)C1=O (stereo not given)
(27) Fc1ccc(NC(=S)NCc2ccccn2)cc1
(28) CCOc1ccc(-c2nnc3sc(COc4ccc(Cl)cc4)nn23)cc1
(29) COc1cccc(C(=O)NC2CC3CCCC(C2)N3Cc2ccc(F)cc2)c1 (stereo not given)
(30) Cc1cccc(CN2C(=O)N/C(=C/c3cc(C)n(-c4ccccn4)c3C)C2=O)c1
(31) CC[C@]12c3[nH]c4ccc(OC)cc4c3CCN1C(=O)C(CC(=O)NC/C=C(\C)CCC=C(C)C)C[C@@H]2C(=O)N1CCN(C(=O)C2CC2)CC1 (stereo not given in full)
(32) CCCOc1ccc(CCC(=O)N/N=C/c2ccncc2)cc1

compound no.,25,26,27,28,29,30,31,32
FadD28 FP inh,-1.4,-3.6,-0.7,-3.9,-1.2,3.5,-4.2,0.6
BoNT-F LC inh,-5,6,-7,6,-3,-6,-6,nt
TcdB GH inh,nt,2.5,nt,nt,-0.9,nt,0.0,0.2
Anthrax LF prot,-1,-1,-2,1,-1,-3,5,nt
CCHFV vOTU inh,-1,-11,2,-2,8,-2,18,-2
Y pestis TopoI,-12,2,3,-3,2,6,18,-3
PfHsp40 yeast,-0.7,0.8,-1.4,-1.8,nt,0.1,0.4,1.3
PrPC surface inh,-26,-5,-2,0,-3,1,-1,9
BoNT A protease,-1.3,-0.6,-0.1,1.1,0.2,-0.5,-0.2,nt

(33) Nn1c(SCC(=O)Nc2c(F)cc(F)cc2Br)nnc1C1CCCCC1
(34) Cc1cc2cc(CCNC(=O)c3ccc(S(=O)(=O)N4CCOCC4)cc3)c(=O)[nH]c2cc1C
(35) COc1ccc(-c2c(-c3ccc(S(C)(=O)=O)cc3)sc3ccc(OC)cc23)cc1
(36) Cc1ccc(-c2nnc(NCc3ccccc3)c3ccccc23)cc1
(37) COc1ccc(NC(=S)N(CCCN2CCCCC2)Cc2cccs2)cc1
(38) CCSc1ncnc2sc(C)c(C)c12
(39) CCN1C(=O)S/C(=C/c2ccc(Sc3nc4ccccc4[nH]3)o2)C1=O
(40) COc1ccc(C(OCC(O)CNC(C)c2ccccc2)c2ccc(OC)cc2)cc1 (stereo not given)

compound no.,33,34,35,36,37,38,39,40
FadD28 FP inh,-3.5,-1.7,-1.3,-0.3,-2.3,0.2,-1.5,-3.4
BoNT-F LC inh,-1,-9,2,-10,8,-1,-4,-5
TcdB GH inh,0.9,nt,0.1,1.6,nt,nt,-0.1,1.1
Anthrax LF prot,-1,-1,1,-1,1,1,-3,-4
CCHFV vOTU inh,3,nt,-8,-9,-14,5,-2,12
Y pestis TopoI,-1,34,27,7,3,2,-4,15
PfHsp40 yeast,-1.3,5.9,1.3,-1.0,0.7,-0.5,0.0,-1.3
PrPC surface inh,5,nt,-9,4,-6,-6,7,2
BoNT A protease,0.2,-0.4,0.7,0.8,-0.2,-0.4,0.2,-0.2

(41) O=C(O)CCCCCNS(=O)(=O)c1c(Cl)cccc1Cl
(42) CCOc1ccc(NC(=O)CC2C(=O)N(c3ccc(OC)c(Cl)c3)C(=S)N2C2CC2)cc1 (stereo not given)
(43) Cc1ccc(C)c(NC(=S)NCCc2ccc(F)cc2)c1
(44) Cc1cc2cc(C(c3nnnn3Cc3ccco3)N3CCCCC3)c(=O)[nH]c2cc1C (stereo not given)
(45) CCN(c1ccccc1)S(=O)(=O)c1cc(NC(=O)CN2CCN(C)CC2)ccc1Cl
(46) Cc1ccc(NC(=O)CSc2nc3nn(-c4ccccc4)c(=O)c-3c3n2CCCCC3)cc1F
(47) Cc1ccccc1CNC(=O)c1ccccc1C
(48) Cc1cccc(NC(=O)c2nc[nH]c2C(=O)NCCCNC(=O)c2[nH]cnc2C(=O)Nc2cccc(C)c2)c1

compound no.,41,42,43,44,45,46,47,48
FadD28 FP inh,0.2,-5.9,-0.9,-2.3,0.2,-1.3,-1.6,-3.5
BoNT-F LC inh,7,-4,1,-18,7,-6,-8,5
TcdB GH inh,nt,1.2,0.8,nt,0.5,2.2,nt,0.2
Anthrax LF prot,-3,1,-1,0,-1,-3,1,-10
CCHFV vOTU inh,-4,-1,7,0,7,6,3,-5
Y pestis TopoI,-5,3,-1,3,-10,22,-1,13
PfHsp40 yeast,0.4,-0.7,11,1.1,0.9,1.3,-1.1,-1.8
PrPC surface inh,-1,-6,4,0,0,-6,-5,1
BoNT A protease,-0.9,0.9,-0.1,-0.6,0.0,-0.1,0.0,0.5

A different layout for 3 compounds above:
Values in the order – FadD28 FP inh, BoNT-F LC inh, TcdB GH inh, Anthrax LF prot, CCHFV vOTU inh, Y pestis TopoI, PfHsp40 yeast, PrPC surface inh, BoNT A protease
(46) Cc1ccc(NC(=O)CSc2nc3nn(-c4ccccc4)c(=O)c-3c3n2CCCCC3)cc1F
    -1.3, -6, 2.2, -3, 6, 22, 1.3, -6, -0.1
(47) Cc1ccccc1CNC(=O)c1ccccc1C
    -1.6, -8, nt, 1, 3, -1, -1.1, -5, 0.0
(41) O=C(O)CCCCCNS(=O)(=O)c1c(Cl)cccc1Cl
    0.2, 7, nt, -3, -4, -5, 0.4, -1, -0.9

Going on with the list.
(49) COc1cccc(C(=O)Nc2nc3c(s2)CN(C)CC3)c1
(50) Cc1cc(OCCCCN2C(=O)NC(C)(C)C2=O)cc(C)c1Cl
(51) O=C(Nc1ccc(Cc2ccncc2)cc1)c1cc([N+](=O)[O-])ccc1N1CCOCC1
(52) COc1ccc(-c2nn(-c3ccccc3)cc2CNC[C@H]2O[C@@H](n3ccc(=O)[nH]c3=O)[C@H](O)[C@@H]2O)cc1
(53) CCN(CC)CCNC(=O)c1ccc(NC(=O)c2cn(-c3ccccc3)nc2-c2cccs2)cc1

compound no.,49,50,51,52,53
FadD28 FP inh,-27,-2.4,2.8,0.3,-15
BoNT-F LC inh,-18,0,-4,-8,-7
TcdB GH inh,nt,nt,0.6,1.3,4.8
Anthrax LF prot,-4,-2,1,-6,-1
CCHFV vOTU inh,10,2,10,0,-11
Y pestis TopoI,3,16,5,nt,-34
PfHsp40 yeast,-0.3,-0.1,0.9,nt,-1.3
PrPC surface inh,1,3,-16,4,-18
BoNT A protease,6.5,0.1,-1.0,0.1,-0.2
